IDE act – boosts human insulin-degrading enzyme activity in HEK cells; 340,000 compounds, 0.073% hits; P14735; activation, % at 5.96 µM; FAbeta-B cleavage, fluorescence polarization; 0% vehicle, 100% cell-free pure enzyme wells;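 active = activation above the mean of all tested compounds plus 3 SD, set per screening campaign, cut at about 17% in these data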
Target sequence (P14735 whole entry, looked up): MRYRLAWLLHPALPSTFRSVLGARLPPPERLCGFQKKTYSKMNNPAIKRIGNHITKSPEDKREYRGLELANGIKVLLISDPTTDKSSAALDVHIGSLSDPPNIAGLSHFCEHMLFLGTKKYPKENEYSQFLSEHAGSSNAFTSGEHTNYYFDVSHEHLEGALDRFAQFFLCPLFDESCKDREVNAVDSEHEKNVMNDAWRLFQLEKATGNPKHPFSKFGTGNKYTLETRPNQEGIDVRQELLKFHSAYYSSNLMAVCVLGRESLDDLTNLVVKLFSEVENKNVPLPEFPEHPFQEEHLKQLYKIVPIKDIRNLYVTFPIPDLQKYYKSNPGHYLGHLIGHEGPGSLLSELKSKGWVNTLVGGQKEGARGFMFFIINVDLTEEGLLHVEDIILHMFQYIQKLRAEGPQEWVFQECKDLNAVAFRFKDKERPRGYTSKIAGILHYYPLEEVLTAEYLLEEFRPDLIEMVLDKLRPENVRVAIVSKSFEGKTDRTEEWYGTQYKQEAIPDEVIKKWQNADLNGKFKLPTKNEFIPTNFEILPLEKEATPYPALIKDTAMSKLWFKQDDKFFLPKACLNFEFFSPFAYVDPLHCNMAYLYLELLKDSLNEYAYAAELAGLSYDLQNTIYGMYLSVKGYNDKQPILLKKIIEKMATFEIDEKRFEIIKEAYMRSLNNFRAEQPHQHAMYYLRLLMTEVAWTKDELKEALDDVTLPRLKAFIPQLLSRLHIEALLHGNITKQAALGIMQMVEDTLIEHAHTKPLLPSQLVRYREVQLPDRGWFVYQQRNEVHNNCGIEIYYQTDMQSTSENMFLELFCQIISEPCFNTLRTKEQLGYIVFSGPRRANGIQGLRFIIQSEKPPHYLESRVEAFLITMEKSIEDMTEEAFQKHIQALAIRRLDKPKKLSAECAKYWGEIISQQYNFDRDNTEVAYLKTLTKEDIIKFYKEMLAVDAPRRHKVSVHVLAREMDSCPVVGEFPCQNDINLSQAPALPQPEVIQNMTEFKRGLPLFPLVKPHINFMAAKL
The depositor's hits bear a star. Only part of the results is shown (hit frequency here may not be typical).

SMILES	IDE act
CC1(NC(=O)c2ccccc2)CCN(CCCc2ccccc2)C1=O (configuration not stated)	4
O=C(Cc1ccc(S(=O)(=O)N2CCOCC2)s1)NC1CCCCC1	2
CCC(C)Sc1ccc([C@H]2N[C@@](Cc3ccccc3)(C(=O)OC)[C@H]3C(=O)N(C)C(=O)[C@@H]23)cc1 (some centres not stated)	2
CCC(C(=O)OCC(=O)NC(=O)c1ccccc1)c1ccccc1 (configuration not stated)	-4
CCC1(c2ccccc2)NC(=O)N(CC(=O)N(C)CC(=O)Nc2cccc(OC)c2)C1=O (configuration not stated)	0
O=C(Nc1ccc(-n2cnnn2)cc1)c1cccc(S(=O)(=O)N2CCCC2)c1	2
Cc1cccc(NC(=O)c2ccc3c(c2)C(=O)N(c2ccccc2C)C3=O)n1	4
Cc1onc(-c2ccccc2Cl)c1C(=O)OCc1nnc(-c2ccccc2)o1	4
CC(C(=O)NC(=O)NC1CCCCC1)N1CCN(c2ccc(O)cc2)CC1 (configuration not stated)	4
CN1CCN(c2c([N+](=O)[O-])cnc3ccccc23)CC1	2
COc1cc(OC)cc(C(=O)NNC(=O)CNC(=O)c2cccs2)c1	2
CCC1=C(c2ccc(OC)cc2)CCC(C(=O)O)C1C (configuration not stated)	-2
O=C(Nc1ccc2c(c1)CCCN2C(=O)c1ccco1)c1cc([N+](=O)[O-])ccc1Cl	5
CCOc1cccc2sc(N3CCN(C(=O)c4ccc5ncsc5c4)CC3)nc12	3
Cc1ccc(C(=O)CN2C(=O)NC3(CCc4ccccc43)C2=O)c(C)c1 (configuration not stated)	3
CC1C(=O)C(C)C(c2cc(Br)ccc2O)NC1c1cc(Br)ccc1O (configuration not stated)	5
CCC1(c2ccccc2)NC(=O)N(CC(=O)Nc2cc(S(=O)(=O)N3CCOCC3)ccc2OC(C)C)C1=O (configuration not stated)	-1
COc1ccc(-c2noc(CCC(=O)N3CCN(c4cccc(C)c4C)CC3)n2)cc1	-6
C[C@]12c3[nH]c4ccccc4c3CCN1C(=O)C(CC(=O)NCCN1CCOCC1)C[C@@H]2C(=O)N1CCCCC1 (some centres not stated)	1
COc1cccc(-c2sc3ccc(OC)cc3c2C#CCC(C)O)c1 (configuration not stated)	6
COc1ccc(C(=O)COC(=O)c2cc(=O)[nH]c3ccccc23)c(OC)c1	-2
CC(C)NC(=O)Nc1cccc2c1O[C@H](CN(C)S(=O)(=O)c1cccs1)[C@@H](C)CN([C@H](C)CO)C2=O	3
COc1ccc(OC)c(/C=C/C(=O)OCC(=O)N2CCCCC2)c1	2
CCOC(=O)c1c(N/C=C(\C#N)c2nc(-c3ccc(OC(C)=O)cc3)cs2)sc2c1CCC2	4
COCCN(C(=O)COC(=O)c1ccccc1NCc1ccco1)c1c(N)n(Cc2ccccc2)c(=O)[nH]c1=O	-1
OCC1OCOC2C(CO)OCOC12 (configuration not stated)	6
Cc1ccc2c(c1C)C(=O)C(=O)N2	4
Cc1ccc(OCCC(=O)OCC(=O)NC(=O)NC2CCCCC2)cc1	0
O=C(NCc1ccccc1)c1nc[nH]c1C(=O)N1CCN(c2ccccc2)CC1	-2
O=C(COc1ccccc1Cl)Nc1ccc2[nH]c(=O)[nH]c2c1	1

Random excerpt: seven compounds from above, in no set order.
SMILES	IDE act
O=C(NCc1ccccc1)c1nc[nH]c1C(=O)N1CCN(c2ccccc2)CC1	-2
CCOC(=O)c1c(N/C=C(\C#N)c2nc(-c3ccc(OC(C)=O)cc3)cs2)sc2c1CCC2	4
Cc1ccc(OCCC(=O)OCC(=O)NC(=O)NC2CCCCC2)cc1	0
COc1ccc(OC)c(/C=C/C(=O)OCC(=O)N2CCCCC2)c1	2
CC(C)NC(=O)Nc1cccc2c1O[C@H](CN(C)S(=O)(=O)c1cccs1)[C@@H](C)CN([C@H](C)CO)C2=O	3
COCCN(C(=O)COC(=O)c1ccccc1NCc1ccco1)c1c(N)n(Cc2ccccc2)c(=O)[nH]c1=O	-1
Cc1ccc2c(c1C)C(=O)C(=O)N2	4

Following part.
SMILES	IDE act
Clc1ccccc1CSc1cnnc2ccccc12	-6
CCNc1nc(NCC)n2c(SCC(=O)Nc3ccccc3Cl)nnc2n1	1
COc1ccc(NC(=O)c2cccc(S(=O)(=O)NCc3ccco3)c2)c(OC)c1	0
Oc1ccc(C[C@H]2CNCCN2CCCCC2CCCCC2)cc1	2
CCC1(c2ccccc2)NC(=O)N(CC(=O)NNC(=O)COc2ccc(Cl)cc2C)C1=O (configuration not stated)	3
C#CCOCCOCCOCCNc1nc(N2CCN(C(=O)[C@H](CCCCN)n3cc(CN)nn3)CC2)nc(N2CCN(C(=O)[C@H](CCC(=O)O)n3cc(CN)nn3)CC2)n1	-3
COC(=O)C1CCN(C(=O)c2cc(-c3ccc(Cl)s3)nc3ccccc23)CC1	5
Cc1ccc(SCC(=O)OC(C)C(=O)Nc2ccc(S(N)(=O)=O)cc2)cc1C (configuration not stated)	2
O=C(NCC(=O)N1CCCCCCC1)c1cccc([N+](=O)[O-])c1	-2
NS(=O)(=O)c1ccc(CCNC(=O)Cc2ccc(S(=O)(=O)N3CCOCC3)s2)cc1	-4
CCN(CC(=O)Nc1ccc(NC(C)=O)cc1)C(=O)C1CC(=O)N(Cc2ccc(C)cc2)C1 (configuration not stated)	4
CCCCCCCCCCCCCCCC(=O)Nc1ccn(C2OC(CO)C(O)C2O)c(=O)n1 (configuration not stated)	-7
COc1cc(NCCCNC(C)C)c2nccc(C)c2c1	-5
CCN(CC(=O)NCc1cccs1)C(=O)/C=C/c1cc(OC)ccc1OC	6
COc1cc(C(=O)OCc2csc(CC(=O)Nc3ccccc3C)n2)ccc1OCC(C)C	-2
Cc1ccc(C23OCCN2CCn2nc4ccccc4c23)cc1 (configuration not stated)	4
CC#Cc1cc2c(cc1O)CCC1C2CCC2(C)C(O)CCC12 (configuration not stated)	0
Cc1ccc(OCCC(=O)OCC(=O)NCCc2ccc(Cl)cc2)cc1	8
O=C(CCS(=O)(=O)c1ccccc1)N(CCCN1CCOCC1)c1nc2ccccc2s1	-5
Cc1cc(O)cc2c1C1CCC3(C)C(=O)CCC3C1C=C2 (configuration not stated)	-1

Brought forward from above: two entries; new compounds follow.
SMILES	IDE act
O=C(CCS(=O)(=O)c1ccccc1)N(CCCN1CCOCC1)c1nc2ccccc2s1	-5
Cc1cc(O)cc2c1C1CCC3(C)C(=O)CCC3C1C=C2 (configuration not stated)	-1
CC[C@]12C(=O)N(C)C[C@H]([C@@H]3C(=O)N(C)C(=O)[C@@H]31)N2C(=O)c1ccc(C(C)(C)C)cc1	5
COc1ccc(C)cc1S(=O)(=O)NCC(c1ccc2c(c1)OCO2)N1CCOCC1 (configuration not stated)	-2
CCOc1ccccc1NC(=O)CSc1nc(=O)n(Cc2ccccn2)c2c1CCC2	0
CCOC(=O)C1=C(c2ccccc2)NC(=O)NC1c1cc(OC)c(OC)c(OC)c1 (configuration not stated)	-6
C=CC[C@H]1C=C[C@@H](C(C(=O)OC)C(=O)OC)CN1C(C)=O	-2
COc1ccc(C(CNC(=O)c2cccc(S(=O)(=O)N3CCCC3)c2)N2CCCC2)cc1 (configuration not stated)	4
N#Cc1ccccc1S(=O)(=O)N1CCN(C(=O)CCNS(=O)(=O)c2ccc(Cl)cc2)CC1	4
CCCc1cc(=O)[nH]c(SCC(=O)Nc2cc(S(=O)(=O)N3CCOCC3)ccc2N(CC)CC)n1	4
N#Cc1nc(-c2cccc3ccccc23)oc1N	-4
Cc1ccc(S(=O)(=O)N(C)c2ccc(OC(=O)c3cccs3)cc2)cc1C	5
CC1C(=O)N2CCCc3cc(NS(=O)(=O)c4ccc([N+](=O)[O-])cc4)cc1c32 (configuration not stated)	5
CCCn1c(SCC(=O)Nc2cccc(F)c2)nc(O)cc1=O	3
COc1ccc(Cc2nnc(SCC(=O)Nc3cc(Cl)ccc3OC)[nH]c2=O)cc1	2
CCOC(=O)[C@H]1[C@H]2COc3ccc(C)cc3[C@@H]2N2C(=O)CN(Cc3ccccc3)C(=O)[C@@]12C	-2
Nn1c(SCC(=O)NCCc2ccc(S(N)(=O)=O)cc2)nnc1C1CCCCC1	3
Cc1ccccc1OCCCCCCN1CCNCC1	5
COc1ccccc1C(=O)NCCC(=O)NCC1CCCO1 (configuration not stated)	1
COc1ccccc1C(=O)NC(CCSC)C(=O)NCC(c1cccs1)N1CCOCC1 (configuration not stated)	0
COc1cc(C#Cc2c(-c3cncn3C)n(C)c3ccc(-c4ccc(OC)c(OC)c4)cc23)cc(OC)c1	8
CCN1C(=O)[C@H]2[C@H]3CN=C(SCc4ccc(C(=O)OC)cc4)N3[C@@](C)(C(=O)OC)[C@H]2C1=O	1
O=[N+]([O-])c1cccc(C=NN=C2c3ccccc3-c3ccccc32)c1	0
CCOc1ccc(S(=O)(=O)N2CCN(C(=O)c3ccc(Cl)c(S(=O)(=O)N4CCOCC4)c3)CC2)cc1	4
CN(C)S(=O)(=O)c1cccc(NC(=O)CCCc2nc3ccccc3c(=O)[nH]2)c1	4
Cc1c(C=Nc2ccc(S(=O)(=O)N(C)C)cc2)c(O)[nH]c(=O)c1C#N	6
CC(NC(=O)CSc1nnnn1C1CC1)c1ccccc1Br (configuration not stated)	4
CCOc1ccc(S(=O)(=O)N2CCCCC2)cc1NC(=O)c1c(CC)noc1C	5
O=c1ccnc(SCCc2ccc([N+](=O)[O-])cc2)[nH]1	14
Cc1cc(NC(=O)COC(=O)c2c(Cl)cccc2Cl)no1	-6
NCCCCCNC(=O)c1nc[nH]c1C(=O)NCC(=O)OCc1ccccc1	1
CCOC(=O)C1=NS(=O)(=O)NC(C)=C1	4

Among those listed so far, these have a nitro group on carbon:
SMILES	IDE act
CN1CCN(c2c([N+](=O)[O-])cnc3ccccc23)CC1	2
O=C(Nc1ccc2c(c1)CCCN2C(=O)c1ccco1)c1cc([N+](=O)[O-])ccc1Cl	5
O=C(NCC(=O)N1CCCCCCC1)c1cccc([N+](=O)[O-])c1	-2
CC1C(=O)N2CCCc3cc(NS(=O)(=O)c4ccc([N+](=O)[O-])cc4)cc1c32 (configuration not stated)	5
O=[N+]([O-])c1cccc(C=NN=C2c3ccccc3-c3ccccc32)c1	0
O=c1ccnc(SCCc2ccc([N+](=O)[O-])cc2)[nH]1	14

Additional compounds
SMILES	IDE act
Cc1ccn2c(=O)nc(SCC(=O)N3CCCC3)nc2c1	1
COc1ccc(Cl)cc1NC(=O)C(C)Sc1nnc(C2CC2)n1C1CC1 (configuration not stated)	-1
COc1cc(C#Cc2c(-c3cncn3C)n(C)c3ccc(Br)cc23)cc(OC)c1	-2
CSc1ncccc1C(=O)OCC(=O)Nc1ccc2c(c1)CCC2	1
Cc1cccc(NC(=O)CN(C)C(C)C(=O)Nc2ccc(S(=O)(=O)N3CCCC3)cc2)c1C (configuration not stated)	2
NS(=O)(=O)c1cccc(NC(=O)CSc2nc3ccccc3c(=O)n2CC2CCCO2)c1 (configuration not stated)	0
O=C(COC(=O)c1ccc[n+]([O-])c1)Nc1ccc(Cl)cc1[N+](=O)[O-]	3
N#CCCn1nc2c(c1N)CCC2	5
CCOC(=O)C1=C(COC(=O)CSc2ccc(C)cc2)NC(=O)NC1C (configuration not stated)	13
Cc1ccc(N2CC(C(=O)NCc3n[nH]c(=O)c4ccccc34)CC2=O)cc1C (configuration not stated)	1
O=c1[nH]c(=O)n(C2OC(CO)C(O)C2O)cc1N1CCOCC1 (configuration not stated)	3
CN(C)S(=O)(=O)c1cccc(NC(=O)c2cc([N+](=O)[O-])ccc2N2CCCCC2)c1	1
Cn1c2ccccc2c(=O)c2ccc(NCCc3cccs3)cc21	1
CCN(C(=O)COC(=O)c1c(C)nsc1NC)c1ccccc1	3
CCCCN(C(=O)c1ccc2c(c1)OCO2)c1c(N)n(CCCC)c(=O)[nH]c1=O	-3
Cc1ccccc1C(=O)NCC(=O)OC(C)C(=O)NC(C)CCc1ccccc1 (configuration not stated)	6
COc1cccc(CN(C)CCCn2ccc(NC(=O)OCc3ccccc3)nc2=O)c1	-11
O=C(Nc1ccc2oc(=O)c(C(=O)O)cc2c1)Oc1ccccc1	5
CCN(c1ccccc1)S(=O)(=O)c1cc(C(=O)OC2CCOC2=O)ccc1C (configuration not stated)	-5
Cc1ccnc(NC(=O)c2cc(S(=O)(=O)NCc3ccccc3)ccc2C)c1	2
Cc1ccc2nc3c(cc(C(=O)NCc4ccccc4)c(=N)n3CCCn3ccnc3)c(=O)n2c1	-10
O=C(NCC(c1ccco1)N1CCc2ccccc21)c1ccccc1Br (configuration not stated)	0
CCCn1c(N)c(C(=O)CSc2nnc3ccccn23)c(=O)n(C)c1=O	-1
CCCCCCCN1CCN=C1Nc1ccccc1	4
CCc1ccc(N2CC(C(=O)N3CCN(c4ccccn4)CC3)CC2=O)cc1 (configuration not stated)	-2
CCCCn1c(N)c(N(CCC(C)C)C(=O)CC2CCCCC2)c(=O)[nH]c1=O	-4
Cc1cc(C)c(NC(=O)CNC(=O)COC(=O)CNC(=O)c2ccc(Cl)cc2Cl)c(C)c1	-3
Cc1ccccc1C(=O)OCC(=O)Nc1cccc(S(=O)(=O)NC2=NCCC2)c1	-2
CCOCc1c(C(=O)N2CCN(CC(=O)Nc3ccc(F)cc3)CC2)oc2ccccc12	6
COc1ccc(CNC(=O)COC(=O)CN2C(=O)C3CC=CCC3C2=O)cc1 (configuration not stated)	1
N#Cc1ccccc1NS(=O)(=O)c1cc2c3c(c1)CCC(=O)N3CCC2	3
Cc1ccc(NC(=O)CN2C(=O)C(=O)N(C3CCCC3)C2=O)c(Cl)c1	3
O=C(CN1CCN(C(=O)c2ccccc2)CC1)NC(=O)NCCC1=CCCCC1	-6
O=C(CN1C(=O)NC2(CCCC2)C1=O)NCc1ccc(Cl)cc1	3
O=C(N/N=C/c1ccncc1)c1cccc(S(=O)(=O)N2CCCC2)c1	-2
COc1ccc(C2/C=C\CC(NS(=O)(=O)c3ccc(C)cc3)CC(=O)N2Cc2ccccc2F)cc1 (configuration not stated)	3
COc1ccc(-c2nnc(SCC(=O)Nc3cccnc3Cl)n2C)cc1	-2
O=C(OCC(=O)N1CCN(c2ccccc2)CC1)c1ccccc1[N+](=O)[O-]	-3
C[C@@]12CCC3[C@@](CCC4[C@@]3(C)CCC[C@@]4(C)C(=O)N3CCCCC3)(CC1=O)C2 (some centres not stated)	1

Screening data: PubChem BioAssay, The Scripps Research Institute Molecular Screening Center
